PP1 inh: PP1-alpha (human) inhibition in PP5 counter-screen; purified PP1alpha, OMFP fluorescence; inhibition, % at 6.7 µM; actives 0.9% (n = 320,000); P62136;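 active = inhibition above the mean inhibition of all tested compounds plus 3 SD, computed separately for each screening campaign, cut at about 15% in these data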
HCV core dimer: blocks dimerization of HCV core protein | inhibition, % at 5 µM | actives 0.33% (n = 300,000) | TR-FRET GST/Flag-core106 dimerization, 1536-well;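 active = inhibition above the mean of all tested compounds plus 3 SD, set per screening campaign, cut at about 45% in these data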
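System: GST-tagged and Flag-tagged HCV core protein residues 1-106 / Input: core106 proteins, GST 13.5 nM and Flag 17 nM / Buffer or medium: KF-containing HEPES buffer, pH 7.45, DTT, CHAPS, BSA / Probe or stimulus: Eu-anti-GST and XL665-anti-Flag labelled anti-tag antibodies / Schedule: 4 h, 22.5 °C incubation / Technique: TR-FRET 671 and 617 nm emission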
VLA-4 inh: inhibition in a human VLA-4 binding assay. P13612. VLA-4 expressing cells, ligand binding flow cytometry. inhibition, % (about 7 µM as worked out from the volumes in the protocol). actives 0.2% (n = 330,000). AID 2557; in the data active = inhibition above about 50%
Target sequence (P13612 whole entry, looked up): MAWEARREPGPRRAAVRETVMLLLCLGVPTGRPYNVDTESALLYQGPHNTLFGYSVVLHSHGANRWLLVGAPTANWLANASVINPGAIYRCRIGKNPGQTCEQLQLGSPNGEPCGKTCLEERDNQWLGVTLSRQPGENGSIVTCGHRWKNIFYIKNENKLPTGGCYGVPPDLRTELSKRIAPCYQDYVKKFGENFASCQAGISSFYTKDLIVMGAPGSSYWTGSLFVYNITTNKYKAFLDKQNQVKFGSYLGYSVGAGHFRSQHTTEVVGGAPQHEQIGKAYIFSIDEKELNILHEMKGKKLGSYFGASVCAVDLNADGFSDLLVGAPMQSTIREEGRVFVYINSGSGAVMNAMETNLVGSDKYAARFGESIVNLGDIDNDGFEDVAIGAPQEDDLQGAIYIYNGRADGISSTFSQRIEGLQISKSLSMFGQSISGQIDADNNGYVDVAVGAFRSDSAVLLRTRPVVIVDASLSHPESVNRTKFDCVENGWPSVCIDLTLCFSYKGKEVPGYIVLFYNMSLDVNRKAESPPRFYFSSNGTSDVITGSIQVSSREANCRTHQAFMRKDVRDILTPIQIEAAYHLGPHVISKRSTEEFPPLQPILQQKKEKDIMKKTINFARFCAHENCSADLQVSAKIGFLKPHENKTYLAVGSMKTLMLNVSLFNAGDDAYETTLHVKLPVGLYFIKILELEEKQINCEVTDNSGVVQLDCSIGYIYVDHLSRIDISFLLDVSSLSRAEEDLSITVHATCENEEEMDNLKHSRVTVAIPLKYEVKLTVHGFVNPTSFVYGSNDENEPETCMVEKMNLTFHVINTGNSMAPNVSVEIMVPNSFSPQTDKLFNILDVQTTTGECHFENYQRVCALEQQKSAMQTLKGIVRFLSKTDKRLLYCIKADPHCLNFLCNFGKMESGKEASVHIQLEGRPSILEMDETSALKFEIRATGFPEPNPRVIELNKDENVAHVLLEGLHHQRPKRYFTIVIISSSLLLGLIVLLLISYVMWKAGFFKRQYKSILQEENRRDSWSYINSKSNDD
PP5 primary: blocks human protein phosphatase 5 activity; P53041; purified PP5c, OMFP substrate fluorescence; inhibition, % at 6.7 µM; actives 0.18% (n = 320,000); AID 1987;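 active = inhibition above the campaign's mean inhibition across all tested compounds plus 3 SD, cut at about 9.5% in these data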;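 note: 0% = DMSO only and 100% = 100 µM cantharidin control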
GASC-1 inh: blocks human GASC-1 demethylase activity; GST-JMJD2C(1-420) H3K9me3 demethylation, DELFIA europium; Q9H3R0; inhibition, % at 2.35 µM; actives 0.069% (n = 330,000);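 active = more than half of a compound's replicate wells show inhibition beyond 50%, single wells judged on their own value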;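 note: signal counts dimethyl H3K9 product captured on neutravidin plate; 0% = median of DMSO wells and 100% = 0.3 times that DMSO median; strong numbers were not always called active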
procasp3 activ: activates human procaspase-3; P42574; recombinant procaspase-3 D3A, Ac-DEVD-pNA absorbance 405 nm; activation, % at 8.5 µM; actives 0.11% (n = 330,000); AID 463141;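 active = activation above the mean of all tested compounds plus 3 SD, cut at about 21% in these data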;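 note: 0% = DMSO alone and 100% = DMSO wells spiked with extra 5 µM PC-3 D3A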
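material = Procaspase-3 D3A mutant | probe or stimulus = Ac-DEVD-pNA | compound = single dose, 8.5 µM nominal compound, 0.8% DMSO | timing = 1 h preincubation, 2 h reaction | measured by = 405 nm absorbance of p-nitroaniline, reads at 0 and 120 min | benchmarks = DMSO-only low control, 5 µM PC-3 D3A high control | repeats = singlicate, each compound tested once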
CTSL1 counter: counter-screen for PFM18AAP inhibitors: inhibitors of F. hepatica cathepsin L1; inhibition, % at 5.96 µM; actives 0.49% (n = 300,000); recombinant F. hepatica cathepsin L1, Z-Leu-Arg-MCA fluorescence;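 active = inhibition above the mean of all tested compounds plus 3 SD, set per screening campaign, cut at about 17% in these data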;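 note: 0% = plate median of test compound wells and 100% = 1 µM Z-Phe-Ala-diazomethylketone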
procasp7 counter: counter-screen for procaspase-3 activators: activators of human procaspase-7 | actives 0.093% (n = 330,000) | P55210 | recombinant procaspase-7, Ac-DEVD-pNA absorbance 405 nm; D23A/D198A/D206A triple mutant, cannot self-cleave; scale: DMSO 0, 5 µM enzyme 100 | activation, % at 8.5 µM;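 active = percent activation above the screen-wide mean plus 3 SD, cut at about 25% in these data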
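System: Procaspase-7 triple mutant (PC-7 D3A); measure: % activation from two-timepoint absorbance difference, scaled to controls; times: 1 h compound preincubation, 2 h substrate cleavage, 25 °C; also added: Ac-DEVD-pNA substrate, 400 µM as added; measured by: Epi-absorbance of released pNA at 405 nm, two timepoints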
GRK2 aptamer HTS: inhibitors of human GRK2 displacing RNA aptamer. P25098. bead flow cytometry, FAM-aptamer displacement from GRK2. inhibition of aptamer binding, % at 10 µM. actives 0.59% (n = 330,000). AID 488847;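 active = inhibition of aptamer binding above 40%, roughly 3 SD of noise, on plates passing a quality check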;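 note: median bead fluorescence of bound FAM aptamer so fluorescent compounds give negative values; no value below 0 was filed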
The depositor's hits bear a star; x = no result given. This is a random part of the collection; about 2.6% have a hit in one of these screens.

# | Molecule | PP1 inh | HCV core dimer | VLA-4 inh | PP5 primary | GASC-1 inh | procasp3 activ | CTSL1 counter | procasp7 counter | GRK2 aptamer HTS
1 | O=C(COc1ccccc1)N(Cc1ccco1)C1CCS(=O)(=O)C1 (centres undefined) | -4 | 7 | 16 | 1.4 | 9 | -2 | 12 | -5 | 2
2 | O=C(CN1CCN(c2ccccc2O)CC1)NNC(=O)c1ccc(Cl)cc1 | -1 | -2 | 0 | -1.9 | -25 | 2 | 0 | 3 | 0
3 | Cc1ccc(Cn2c(C(=O)O)cc3sccc32)cc1 | -2 | 3 | 4 | -2.2 | 7 | -9 | -2 | 2 | 0
4 | COc1ccc(/C(=N\O)c2ncc(C(F)(F)F)cc2Cl)cc1 | -1 | 0 | 1 | 2.5 | 0 | 5 | -2 | 3 | 1
5 | Cc1cccc(C)c1NC(=O)C1C2C=CC(C2)C1C(=O)O (centres undefined) | 4 | 0 | -2 | -0.2 | -14 | 3 | -1 | 7 | 0
6 | CC(=O)c1cccc(-c2csc(N3CCC(C(N)=O)CC3)n2)c1 | x | x | 6 | x | x | 1 | x | 3 | 0
7 | C=CCOC(=O)C1=C[C@@H](c2ccc3c(c2)OCO3)C[C@@H](OCc2ccc(CO)cc2)O1 | -3 | 11 | 43 | 4.1 | 8 | 4 | -2 | 7 | 1
8 | CCn1c(=S)sc2c(=O)n(CC(=O)NC(C)CCc3ccccc3)c(C)nc21 (centres undefined) | -1 | 5 | 21 | -1.3 | 14 | 2 | 2 | 2 | 0
9 | Cc1ccc(NC(=O)Cn2nnc(C(=O)NCc3cccs3)c2N)cc1 | 4 | 0 | 3 | 0.6 | 9 | 0 | -5 | 11 | 0
10 | COC(=O)[C@@]12CCCN1[C@H](c1ccc(-c3ccc(OC)cc3)cc1)[C@@H]1C(=O)N(C)C(=O)[C@@H]12 | 5 | 5 | x | 1.6 | 0 | 0 | -9 | -8 | x
11 | O=C(NCCCN1CCOCC1)c1cc(-c2cccc(Br)c2)nc2ccccc12 | -5 | 0 | -10 | 4.2 | 0 | 4 | -1 | -1 | 0
12 | COc1ccccc1CCc1nnc(CCC(=O)N(C)Cc2ccncc2C)o1 | -5 | -4 | 8 | -1.4 | -8 | -1 | -1 | 0 | 5
13 | COc1cccc(NC(=O)Cn2c3ccc(F)cc3c3nc4n(c(=O)c32)CCCS4)c1 | 4 | 22 | 12 | 1.2 | 2 | 6 | 2 | -13 | 0
14 | Cc1ncc(CN2CCN(CCC(C)C)C(CCO)C2)s1 (centres undefined) | -2 | -3 | 30 | 2.5 | -11 | 3 | -3 | 15 | 3
15 | C=CCN1CN=C(NS(=O)(=O)c2ccc(NC(C)=O)cc2)NC1 | -6 | -8 | -1 | 2.5 | -3 | -9 | -1 | 0 | 2
16 | O=C(N/N=C/c1cc([N+](=O)[O-])ccc1O)C1CC1 | -2 | -4 | 4 | -1.1 | 20 | -4 | 4 | -1 | 3
17 | COc1ccc(-c2cc(CCCC(=O)NCCc3cc(OC)ccc3OC)no2)cc1 | -3 | 0 | 16 | 1.7 | -10 | 4 | -2 | 2 | 0
18 | CCOc1cc(C(=O)NC(=S)Nc2cccnc2)cc(OCC)c1OCC | 0 | -7 | 30 | 4.8 | -2 | -4 | -8 | -16 | 2
19 | O=C(CSc1n[nH]c(-c2ccccc2F)n1)Nc1cc(F)ccc1F | 0 | x | -2 | 2.1 | -3 | 10 | x | -4 | 4
20 | CCN(CC)CCCNC(=O)CNC(=S)N(CCCN1CCOCC1)Cc1cccs1 | 0 | -2 | 5 | -1.4 | 10 | 0 | 1 | 15 | 0
21 | COc1cc(S(=O)(=O)NCc2ccccc2)ccc1F | -5 | 0 | -8 | 1.1 | 4 | -4 | 1 | -5 | 2
22 | CCOC(=O)C1CCN(C(=O)Cn2nc(C)n3nc(-c4ccc(OC)cc4)cc3c2=O)CC1 | -3 | 6 | 0 | 1.1 | -35 | -6 | 7 | 11 | 1
23 | O=C(CCC1CCN(C(=O)c2ccccc2Cl)CC1)NCc1ccc(F)cc1 | 1 | 6 | 6 | 3.4 | -20 | 3 | -1 | 5 | 0
24 | O=C(O)c1cc2n(n1)C(C(F)(F)F)CC(c1ccco1)N2 (centres undefined) | -5 | 8 | 6 | 0.0 | -5 | -3 | 0 | -3 | 5
25 | CCN(CC)S(=O)(=O)c1ccc2c(c1)c(=O)c(C(=O)NCc1ccco1)cn2C | 3 | 0 | 3 | -2.7 | 2 | 2 | -4 | 4 | 2
26 | Cc1cc(C)c(C)c(S(=O)(=O)N2CCC(C(=O)NNC(=O)c3ccccc3O)CC2)c1C | -4 | -3 | 0 | 1.5 | -39 | -2 | -3 | -6 | 4
27 | Cc1ccc(-n2ncc3c(NNC(=O)c4ccco4)ncnc32)c(C)c1 | -5 | -2 | -1 | 0.5 | 6 | 0 | -5 | 9 | 1
28 | Cc1cc(C)nc(NS(=O)(=O)c2ccc(NC(=O)c3ccc(S(=O)(=O)N4CCOCC4)cc3)cc2)n1 | -6 | -7 | x | 0.0 | -20 | 2 | -3 | 12 | 0
29 | Cc1cc(C)n(CC(O)COc2ccccc2C(=O)Nc2ccccc2)n1 (centres undefined) | -4 | -1 | 11 | 2.5 | -8 | 5 | -4 | 1 | 0
30 | Fc1ccc2nc(N3CCOCC3)sc2c1 | -5 | -5 | -6 | -0.1 | -29 | 0 | -1 | 0 | 0
31 | COCCn1c(C)cc(C(=O)COc2ncnc3ccc(Br)cc23)c1C | -9 | 4 | 17 | 0.9 | 99 | 4 | -1 | 10 | 2
32 | CCOC(=O)C1CCCN(c2c(Nc3ccc(OCC)cc3)c(=O)c2=O)C1 (centres undefined) | 1 | -9 | 4 | -0.2 | 14 | -4 | 1 | -1 | 0
33 | Oc1ccc(/C=N/N(c2ccccc2)c2ccccc2)cc1O | 0 | 16 | -44 | 3.4 | -1 | -24 | 0 | -25 | 0
34 | Cn1c(=O)[nH]c(=O)c2c1nc(SCCCO)n2CCCc1ccccc1 | -4 | -8 | 4 | 2.0 | 5 | 7 | -1 | 3 | 2
35 | O=C(Nc1c(Cl)cccc1Cl)C1CCN(C(=O)c2cccs2)CC1 | 0 | 0 | 10 | 1.5 | -7 | 2 | -4 | 3 | 2
36 | CCc1nonc1NC(=O)COc1ccc(Cl)c(C)c1 | -5 | -12 | 17 | -3.4 | -6 | 5 | -5 | -6 | 6
37 | O=C(Nc1ccccc1)c1cccc(=O)o1 | -5 | 0 | 18 | -0.4 | -1 | 1 | 3 | 6 | 0
38 | COc1ccc(C(C(=O)NC2CCCCC2)N(C(=O)CCl)c2ccc(Cl)cc2)cc1 (centres undefined) | 4 | 3 | 19 | 2.2 | -10 | -3 | 3 | 16 | 0
39 | Cc1ccc(C(=O)Nc2cccc(NC(=O)c3ccc(C)c([N+](=O)[O-])c3)n2)cc1[N+](=O)[O-] | -3 | -13 | -3 | 2.6 | 0 | 4 | -5 | 8 | 0
40 | O=C(O)CCN1C(=O)c2ccc(NC(=O)CCc3ccccc3)cc2C1=O | -4 | 7 | 18 | 0.7 | -2 | 11 | -1 | -4 | 3

Given screen by screen: entries from further up
26	Cc1cc(C)c(C)c(S(=O)(=O)N2CCC(C(=O)NNC(=O)c3ccccc3O)CC2)c1C
27	Cc1ccc(-n2ncc3c(NNC(=O)c4ccco4)ncnc32)c(C)c1
28	Cc1cc(C)nc(NS(=O)(=O)c2ccc(NC(=O)c3ccc(S(=O)(=O)N4CCOCC4)cc3)cc2)n1
29	Cc1cc(C)n(CC(O)COc2ccccc2C(=O)Nc2ccccc2)n1 (centres undefined)
30	Fc1ccc2nc(N3CCOCC3)sc2c1
31	COCCn1c(C)cc(C(=O)COc2ncnc3ccc(Br)cc23)c1C
32	CCOC(=O)C1CCCN(c2c(Nc3ccc(OCC)cc3)c(=O)c2=O)C1 (centres undefined)
33	Oc1ccc(/C=N/N(c2ccccc2)c2ccccc2)cc1O
34	Cn1c(=O)[nH]c(=O)c2c1nc(SCCCO)n2CCCc1ccccc1
35	O=C(Nc1c(Cl)cccc1Cl)C1CCN(C(=O)c2cccs2)CC1
36	CCc1nonc1NC(=O)COc1ccc(Cl)c(C)c1
37	O=C(Nc1ccccc1)c1cccc(=O)o1

| Compound | 26 | 27 | 28 | 29 | 30 | 31 | 32 | 33 | 34 | 35 | 36 | 37 |
| --- | --- | --- | --- | --- | --- | --- | --- | --- | --- | --- | --- | --- |
| PP1 inh | -4 | -5 | -6 | -4 | -5 | -9 | 1 | 0 | -4 | 0 | -5 | -5 |
| HCV core dimer | -3 | -2 | -7 | -1 | -5 | 4 | -9 | 16 | -8 | 0 | -12 | 0 |
| VLA-4 inh | 0 | -1 | x | 11 | -6 | 17 | 4 | -44 | 4 | 10 | 17 | 18 |
| PP5 primary | 1.5 | 0.5 | 0.0 | 2.5 | -0.1 | 0.9 | -0.2 | 3.4 | 2.0 | 1.5 | -3.4 | -0.4 |
| GASC-1 inh | -39 | 6 | -20 | -8 | -29 | 99 | 14 | -1 | 5 | -7 | -6 | -1 |
| procasp3 activ | -2 | 0 | 2 | 5 | 0 | 4 | -4 | -24 | 7 | 2 | 5 | 1 |
| CTSL1 counter | -3 | -5 | -3 | -4 | -1 | -1 | 1 | 0 | -1 | -4 | -5 | 3 |
| procasp7 counter | -6 | 9 | 12 | 1 | 0 | 10 | -1 | -25 | 3 | 3 | -6 | 6 |
| GRK2 aptamer HTS | 4 | 1 | 0 | 0 | 0 | 2 | 0 | 0 | 2 | 2 | 6 | 0 |

Next section
# | Molecule | PP1 inh | HCV core dimer | VLA-4 inh | PP5 primary | GASC-1 inh | procasp3 activ | CTSL1 counter | procasp7 counter | GRK2 aptamer HTS
41 | CNC(=O)COC(=O)/C=C/c1cccs1 | -2 | -7 | -6 | -0.9 | 2 | 10 | -4 | 0 | 0
42 | CCOC(=O)c1nnn(-c2nonc2N)c1CNC(C)C | -2 | 1 | 2 | -0.6 | 5 | 8 | 2 | -6 | 1
43 | COc1ccccc1N1CCN(C2CCN(C(=O)c3cc(OC)c(OC)c(OC)c3)CC2)CC1 | 3 | -7 | -5 | -0.2 | 4 | -1 | -6 | 4 | 0
44 | CCOc1cc(/C=C/C(=O)OCC(=O)NCCN2C(=O)CSC2=O)ccc1OCC(C)C | 1 | x | 11 | 0.1 | -6 | 7 | x | 13 | 0
45 | CCn1cc(CNC(=O)c2cc(-c3cc(OC)ccc3OC)nc3ccccc23)c(C)n1 | -1 | -2 | 20 | 0.7 | 3 | 6 | -1 | -6 | 2
46 | COc1cccc(/C=N/NC(=O)N/N=C/c2cccc(OC)c2O)c1O | 21* | -7 | 5 | -0.2 | 0 | 3 | 6 | 11 | 0
47 | COc1ccc(/C=C(\NC(=O)c2cccs2)C(=O)Nc2ccc(C)cc2)cc1OC | -2 | -3 | 21 | 2.3 | 23 | 3 | 4 | 4 | 0

High-throughput results (PubChem BioAssay)
